Assay outcomes: PubChem BioAssay, National Center for Advancing Translational Sciences (NCATS)
PKM2 act: qHTS Assay for Activators of Human Muscle isoform 2 Pyruvate Kinase | Pyruvate kinase PKM (Homo sapiens), P14618 | purified PKM2, Kinase-Glo ATP luminescence, activation; response scale: 0% is enzyme alone, no compound | Potency, µM (highest dose often 57.5 µM), without a hit: at the highest dose activation, usual class: activators | 0.34% of 260,000 active | AID 1631, 2009; note: potency is the fitted concentration of half-maximal effect; % is set by controls: 0 for no effect and ±100 for the full control effect; nearly all actives have a fitted effect of over 55% in size
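ATP formation by purified human PK-M2, quantified via coupled luciferase luminescence after 1 h at room temperature with 0.1 mM ADP and 0.5 mM PEP final.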
Menin-MLL TR inh: qHTS Assay for Inhibitors Targeting the Menin-MLL Interaction in MLL Related Leukemias: Competition With Texas Red Labeled MLL-derived Mutant Peptide | Menin + Texas Red MLL mutant peptide, fluorescence polarization | 0.23% of 270,000 active | O00255 | Potency, µM (titrated, usually from 61.6 µM), for inactives: at the top dose FP activity change, negative = inhibition, actives largely listed as inhibitors; active = well fitted inhibition curve with a large enough effect in the polarisation, with a control signal flat, not every such curve was filed as active; inconclusive = small, poorly fitted or top-dose-only effect, or effect the other way, or a change in a side signal; inactive = no such curve, though single readings can be large or run the other way; the % refers to the polarisation; note: potency is the fitted concentration of half-maximal effect; % of control where 0% means no effect; many of its hits are not listed in these tables
Target sequence (O00255 whole entry, looked up): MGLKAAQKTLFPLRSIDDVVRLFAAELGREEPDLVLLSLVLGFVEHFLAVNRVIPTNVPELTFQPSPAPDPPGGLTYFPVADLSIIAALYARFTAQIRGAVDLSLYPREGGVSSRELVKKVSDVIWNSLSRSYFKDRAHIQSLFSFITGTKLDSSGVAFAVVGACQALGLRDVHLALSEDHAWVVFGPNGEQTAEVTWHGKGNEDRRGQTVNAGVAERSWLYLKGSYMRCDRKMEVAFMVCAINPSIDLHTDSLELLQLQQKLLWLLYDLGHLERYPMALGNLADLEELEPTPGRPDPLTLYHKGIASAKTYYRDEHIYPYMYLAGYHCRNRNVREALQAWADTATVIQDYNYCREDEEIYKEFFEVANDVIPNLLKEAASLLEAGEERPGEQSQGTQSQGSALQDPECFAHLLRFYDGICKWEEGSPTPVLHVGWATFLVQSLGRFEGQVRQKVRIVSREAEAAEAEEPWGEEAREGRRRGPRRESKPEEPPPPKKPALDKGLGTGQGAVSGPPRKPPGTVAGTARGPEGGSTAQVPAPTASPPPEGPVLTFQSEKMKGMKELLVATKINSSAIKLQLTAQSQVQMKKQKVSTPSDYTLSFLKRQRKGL
FLuc counter: qHTS profiling assay for firefly luciferase inhibitor/activator using purifed enzyme and Km concentrations of substrates (counterscreen for miR-21 project). Luciferin 4-monooxygenase (Photinus pyralis), P08659. purified FLuc, Km substrates, luminescence inhibition. Potency, µM (doses to about 57.5 µM), for the others: at the highest dose activity change, negative = inhibition, hits mostly inhibitors. 6.9% of 360,000 active. AID 588342, 2011;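 note: potency is the fitted concentration of half-maximal effect; plate controls were vehicle for no effect and reference inhibitor for full effect; nearly all actives have a fitted effect of over 55% in size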
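Purified P. pyralis luciferase (10nM final) with 10uM D-luciferin and 10uM ATP (Km levels) in 50mM Tris acetate pH 7.5, 10mM Mg acetate, 0.01% Tween-20, 0.05% BSA; qHTS 6-point titration, ~60 µM downward; luminescence read.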
MBNL1-CUG inh: qHTS Assay for Inhibitors of MBNL1-poly(CUG) RNA binding | Potency, µM (titrated, usually from 57.5 µM), without a hit: top-dose activity change, negative = inhibition, hits mostly inhibitors | AID 2675, 2010 | Muscleblind-like protein 1 (Homo sapiens), Q9NR56 | TR-FRET MBNL1-His/biotin-(CUG)12 binding, 665/545 ratio | 0.036% of 280,000 active; active = well fitted inhibition curve with a large enough effect in the signal ratio, with a control signal flat, not every such curve was filed as active; inconclusive = small, poorly fitted or top-dose-only effect, or effect the other way, or a change in a side signal; inactive = no such curve, though single readings can be large or run the other way; the % refers to the signal ratio; note: potency is the fitted concentration of half-maximal effect; % is set by controls: 0 for no effect and ±100 for the full control effect
Target sequence (Q9NR56 whole entry, looked up): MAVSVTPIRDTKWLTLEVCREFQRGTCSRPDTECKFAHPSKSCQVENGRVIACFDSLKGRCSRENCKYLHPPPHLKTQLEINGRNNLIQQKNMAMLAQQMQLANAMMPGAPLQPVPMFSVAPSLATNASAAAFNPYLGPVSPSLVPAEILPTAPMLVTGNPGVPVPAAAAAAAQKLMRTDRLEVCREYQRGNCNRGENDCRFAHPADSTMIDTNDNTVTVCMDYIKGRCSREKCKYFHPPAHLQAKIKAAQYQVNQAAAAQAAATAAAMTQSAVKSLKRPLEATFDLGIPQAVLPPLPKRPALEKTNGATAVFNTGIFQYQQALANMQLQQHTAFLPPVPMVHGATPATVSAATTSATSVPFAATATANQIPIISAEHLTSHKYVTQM
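Ratiometric TR-FRET (665 over 545 nm, excitation 340 nm) tracks disruption of MBNL1-His/biotin-(CUG)12 complex after 60 min at room temperature, with compounds at 92 nM to 58 uM final.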
NPC1 promoter act: qHTS Assay for NPC1 Promoter Activators | Huh7 NPC1 promoter luciferase reporter, 24 h | Potency, µM (doses to about 9.22 µM), without a hit: at the top dose activation, actives largely listed as activators | 2.4% of 320,000 active;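 note: potency is the fitted concentration of half-maximal effect; % of control where 0% means no effect; nearly all actives have a fitted effect of over 60% in size; reporter is driven by a mutant NPC1 promoter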
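Huh7 cells stably carrying NPC1 promoter–luciferase, plated in Opti-MEM with 10% FBS for 2 h, were exposed to compound in DMSO for 24 h at 37 °C; luciferase reagent was added for 10 min and luminescence read.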
ELG1 DNA repair: qHTS screen for small molecules that inhibit ELG1-dependent DNA repair in human embryonic kidney (HEK293T) cells expressing luciferase-tagged ELG1; Potency, µM (highest dose often 46.1 µM), for inactives: top-dose activity change, negative = inhibition, most hits filed as inhibitors; HEK293T ELG1-luciferase reporter, luminescence, 16 h; DNA damage induced by 5-fluorouridine; 2.3% of 330,000 active; note: potency is the fitted concentration of half-maximal effect; % is set by controls: 0 for no effect and ±100 for the full control effect; nearly all actives have a fitted effect of over 55% in size
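Quantitative HTS, concentration-response format. 2,000 cells/well co-treated with 5-fluorouridine and compound, 16 hr in 5% CO2 at 37 °C; ONE-Glo luminescence read after 30 min.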
RORgamma inh: qHTS for inhibitors of ROR gamma transcriptional activity | Drosophila S2 Gal4-RORgamma UAS-luciferase reporter, 20 h | AID 2551, 2010 | 5.4% of 310,000 active | Potency, µM (highest dose often 53.6 µM), inactives show at the top dose activity change, negative = inhibition, most hits filed as inhibitors; note: potency is the fitted concentration of half-maximal effect; % is set by controls: 0 for no effect and ±100 for the full control effect; nearly all actives have a fitted effect of over 60% in size
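Drosophila S2 cells stably expressing Gal4-DBD/mouse RORγ fusion under metallothionein promoter plus UAS-luciferase; compound 1 h, then 700 uM CuSO4 induction for 20 h at ambient temperature; inhibition read as reduced luminescence.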
Rab9 promoter act: qHTS Assay for Rab9 Promoter Activators; Potency, µM (series often up to 9.22 µM), without a hit: at the top dose activation, negative = inhibition, hits mostly activators; 2.8% of 320,000 active; Huh7 Rab9 promoter-luciferase reporter, luminescence, 24 h; note: potency is the fitted concentration of half-maximal effect; % of control where 0% means no effect; nearly all actives have a fitted effect of over 60% in size
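Using Huh7 cells stably transfected with Rab9 promoter–luciferase, compounds were incubated 24 h at 37 °C, 5% CO2; luciferase luminescence was read 10 min after reagent addition.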
KCNH2 3.1 inh: qHTS for Inhibitors of KCHN2 3.1: Mutant qHTS; U2OS KCNH2 3.1, thallium flux FluxOr; hits give low values; activity change, % (tested at about 1.8 µM); 0.95% of 340,000 active; AID 720553, 2013;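 active = maximum activity change below -70%; inconclusive = maximum activity change from -70% to -50%; inactive = maximum activity change above -50%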;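 note: thallium influx rate constant from kinetic fluorescence after stimulation buffer; % is set by controls: 0 for no effect and ±100 for the full control effect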
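Thallium flux via FluxOr fluorescence (Red40 quencher, 45 min loading) in U2OS cells virally expressing the KCNH2 3.1 isoform (1.77 x 10^8 /mL virus, overnight at 37 C). Rate constants from 2-min kinetic reads post-stimulation, normalised to positive and negative controls.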
Mito fusion yeast: qHTS Assay for Small Molecule Inhibitors of Mitochondrial Division or Activators of Mitochondrial Fusion. S. cerevisiae fusion-defective mutant growth rescue, CellTiterGlo 48 h. Potency, µM (top dose mostly 46.1 µM), inactives show at the top dose growth rescue (activation), usual class: activators. 0.23% of 320,000 active. AID 485298, 2010;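 note: potency is the fitted concentration of half-maximal effect; % of control where 0% means no effect; nearly all actives have a fitted effect of over 45% in size; temperature-sensitive fusion mutants such as fzo1-1 at 37 °C on non-fermentable ethanol glycerol medium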
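Read-out: ATP-based luminescence (CellTiterGlo, 10 min ambient) reporting growth of fusion-defective ts yeast after 48 hours at 37C on glycerol/ethanol YPEG medium in the presence of compound.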
VP16 counter: VP16 counterscreen qHTS for inhibitors of ROR gamma transcriptional activity. Drosophila S2 Gal4-VP16 UAS-luciferase, luminescence, 20 h. Potency, µM (top dose mostly 53.6 µM), inactives show top-dose activity, negative = inhibition, actives largely listed as inhibitors. 3.5% of 310,000 active. AID 2546, 2010;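 note: Gal4-VP16 expression switched on by copper sulfate through the metallothionein promoter; potency is the fitted concentration of half-maximal effect; % is set by controls: 0 for no effect and ±100 for the full control effect; nearly all actives have a fitted effect of over 50% in size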
An asterisk follows results filed as active; ? = inconclusive; . = no result given; [ ] = remark or other dose. Unless noted, calls come from the whole dose curve; as a rule, active = well fitted curve in the direction sought with a large enough effect; inconclusive = small, poorly fitted or top-dose-only effect, or another doubt; inactive = no such curve, though single readings can be large; an effect the other way counts as inactive or inconclusive. Only part of the results is shown (hit frequency here may not be typical).

SMILES	PKM2 act	Menin-MLL TR inh	FLuc counter	MBNL1-CUG inh	NPC1 promoter act	ELG1 DNA repair	RORgamma inh	Rab9 promoter act	KCNH2 3.1 inh	Mito fusion yeast	VP16 counter
O=C(NCSc1ccnc(SCNC(=O)c2ccccc2)n1)c1ccccc1	3.0%	0.0%	1.7%	8.4%	0.2%	3.4%	?	9.7%	-3.8	-2.8%	?
O=C(OCC(=O)N1CCOCC1)c1ccc(F)cc1Cl	-5.7%	-4.8%	-16.7%	-5.8%	13.0%	?	-1.4%	18.9%	10.4	0.6%	9.0%
COc1ccc(N2C(=S)N=C(Nc3ccccc3)C23CCCCC3)cc1	-3.3%	?	3.7%	0.3%	-4.4%	16.5%	?	-2.5%	0.4	11.3%	-5.1%
Cn1cc([N+](=O)[O-])c(C(=O)N/N=C/c2ccc3c(c2)OCO3)n1	-3.4%	2.6%	?	?	3.5%	?	14.7%	-1.5%	10.9	-2.8%	0.9%
CCOc1ccc(Oc2nc(Nc3ccc(C)cc3)nc(N(C)C)n2)nn1	-11.4%	?	-2.7%	-1.0%	-6.2%	?	0.6%	-3.6%	1.8	-10.1%	?
Cc1ccc(S(=O)(=O)Nc2ccc(C(=O)NCc3ccccn3)cc2)cc1	13.5%	0.2%	4.3%	-2.1%	-0.3%	-0.1%	20.4%	4.8%	-41.2	-1.2%	3.7%
CC(=O)OC(c1nc2ccccc2c(=O)n1C1CC2(OC1=O)c1ccccc1N1C(=O)C(C)(C)N(O)C12)C(C)C (centres undefined)	1.4%	.	-0.7%	-0.3%	0.3%	?	14.7%	-4.1%	-9.4	-33.2%[inhibitor]	0.2%
O=C(OCCNc1ccc(C(F)(F)F)cc1[N+](=O)[O-])c1cc2ccccc2oc1=O	1.8%	.	-1.9%	.	1.0%	17.1%	3.5%	-2.6%	-21.0	-1.4%	-1.7%
Cc1ccccc1C(=O)Nc1sc2c(c1C(=O)O)CCC2	1.1%	?	19µM*	-18.3%	-0.5%	-10.6%	12.6%	-12.6%	5.4	17.6%	2.1%
Cc1sc2ncnc(Nc3ccc(N4CCOCC4)cc3)c2c1-c1ccccc1	-9.8%	-3.9%	-5.4%	20.2%	-2.9%	?	?	-2.2%	-1.7	2.5%	-22.3%
CS/C(=N\S(=O)(=O)c1cccs1)Nc1ccc(F)c(Cl)c1	-4.3%	-4.6%	1.3%	?	-3.5%	29.1%	-38.1%	-4.6%	20.6	5.7%	?
COc1cc(/C=C/C(=O)O)cc(S(=O)(=O)Nc2ccc3nc(C)sc3c2)c1OC	1.1%	.	-3.6%	17.9%	-0.2%	-2.4%	-3.4%	0.1%	3.3	2.0%	-3.8%
CC(C)(C)NC(=O)Cn1cnc([N+](=O)[O-])n1	-0.6%	-15.9%	-3.3%	26.4%	-1.7%	-0.1%	-12.5%	3.9%	0.0	-3.8%	0.9%
Cc1cc(C)c(S(=O)(=O)Nc2nnc(C)s2)c(C)c1	1.5%	13.9%	0.6%	-9.6%	1.6%	8.0%	7.0%	-6.1%	2.3	3.7%	-0.3%
CCc1nnc(SCC(=O)Nc2ccc(C(C)=O)cc2)nc1CC	-1.6%	-2.0%	-11.1%	3.3%	6.2%	?	-1.1%	8.2%	5.8	-1.7%	12.1%
CCC1C(O)=C(c2ccccn2)C(=N)N1c1ccccc1 (centres undefined)	-2.4%	0.7%	2.0%	5.7%	8.9%	-10.9%	3.3%	-1.9%	2.0	1.3%	1.2%
Cc1cc(C)cc(NC(=O)C2CCCN2C(=O)Oc2ccccc2)c1 (centres undefined)	3.1%	8.4%	5.6%	?	-2.8%	0.0%	13.6%	0.1%	5.1	-2.9%	-0.1%
Cc1ccc(Cn2c(Sc3nccc(C)n3)nc3c2c(=O)[nH]c(=O)n3C)cc1	0.8%	-0.5%	2.1%	1.4%	-0.1%	?	11.8%	5.1%	2.7	-0.9%	-0.1%
COCCNC(=S)N(Cc1cccnc1)Cc1ccc(OC)c(OC)c1	1.3%	-12.8%	1.7%	-2.0%	-0.8%	-10.1%	-17.6%	-0.5%	-6.6	-3.5%	16.4%
Cc1c(C(=O)NC2=NCCS2)oc2ccccc12	-25.3%	16.6%	3.01µM*	4.7%	?	?	?	?	13.4	15.1%	.
CCOC(=O)c1c(S(=O)(=O)NCC(=O)N2CCN(c3ccc(F)cc3)CC2)c(C)n(C)c1C	.	-2.3%	2.5%	-18.6%	-1.0%	14.3%	20.2%	3.6%	0.1	-0.9%	2.2%
Cc1sc(NC(=O)C2CCCCC2C(=O)O)c(C(N)=O)c1-c1ccccc1 (centres undefined)	0.8%	-3.9%	3.38µM*	-0.7%	1.58µM*	?	-24.4%	3.55µM*	2.4	-3.6%	-29.6%
N#Cc1cc2cc3ccccc3nc2n2c(=O)c3ccccc3nc12	11.2%	19.3%	-15.0%	?	-10.3%	2.4%	12.2%	-3.3%	-1.0	-3.8%	6.5%
Cc1[nH]n(-c2ccccc2)c(=O)c1/C=N/Nc1nncc(-c2ccccc2)n1	-13.4%	?	13.5µM*	?	-14.2%	?	0.0501µM*	-35.7%[inhibitor]	-11.7	-7.0%	0.0022µM*
O=C(Nc1ccccc1)N1CCN(C2c3ccccc3-c3ccccc32)CC1	0.1%	.	6.1%	-7.8%	0.4%	?	11.7%	-1.9%	4.1	-0.8%	-3.0%
O=C(CSc1ncccc1-c1nc2ccccc2[nH]1)N1CCN(c2ccccc2F)CC1	-5.5%	11.5%	19µM*	20.9%	-11.1%	?	41.3%	20.7%	8.7	6.4%	2.8%
COc1ccc(NS(=O)(=O)c2cccc(C(=O)NC3CCC(O)CC3)c2)cc1 (centres undefined)	1.3%	-7.3%	0.5%	-3.8%	2.4%	-18.7%	?	12.0%	3.0	-1.8%	?
O=C(CN1CCc2ccccc21)NCc1ccc2c(c1)OCO2	2.5%	?	-9.9%	.	8.6%	?	0.4%	8.2%	15.2	0.5%	0.7%
CCC(C)NC(=O)c1c(C)cc(=O)oc1C (centres undefined)	-3.2%	13.2%	3.8%	-17.2%	-4.8%	-3.1%	-4.6%	-2.8%	-10.4	-1.4%	-7.0%
Cc1ccc(F)cc1NC(=O)CSCc1nc2sc(C)c(C)c2c(=O)[nH]1	.	.	9.3%	.	-1.9%	-11.5%	.	-4.9%	4.3	-2.3%	.
O=C(c1ccc(N2CCCC2)c([N+](=O)[O-])c1)N1CCc2ccccc2C1	.	.	-10.7%	.	-1.4%	21.6%	.	-2.2%	?	?	.
Cc1cc(Cl)ccc1OCC(=O)Nn1c(C)ccc1C	-5.3%	?	1.7%	6.3%	-2.7%	-11.2%	-0.9%	-4.1%	-9.7	5.0%	0.1%
Cc1cccc(-n2c(C)cc(/C=N/n3cnnc3)c2C)c1	-1.4%	-22.3%	-0.2%	-6.4%	1.3%	1.0%	?	-1.8%	20.2	0.2%	20µM*
CC(C)C(NC(=O)c1cccc(S(=O)(=O)N2CCOCC2)c1)C(=O)NCCc1ccccn1 (centres undefined)	-13.6%	2.9%	-0.9%	-2.7%	-6.0%	0.8%	31.3%	-2.2%	-7.6	-4.0%	-0.2%
CCn1nc(C(=O)OCC(=O)N2CCc3ccccc32)c2ccccc2c1=O	3.6%	0.8%	?	17.3%	1.2%	-4.4%	?	-4.2%	-8.4	-0.5%	-17.0%
Cc1ccc(CN2CCNC(=O)C2CC(=O)N(C)C2CCOCC2)cc1 (centres undefined)	1.7%	?	1.7%	-10.6%	-2.3%	6.5%	?	12.0%	16.3	0.7%	2.7%
